KCNK3 block – human KCNK3 channel inhibition, primary screen; AID 602410; O14649; B-score at 10 µM; 340,000 tested, 0.84% active; CHO-KCNK3 thallium flux, FluxOR fluorescence; active compounds read low;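 active = B-score under library mean minus 4 SD, starting fluorescence ratio at most library mean plus 5 SD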;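 note: more negative B-score means stronger inhibition of thallium flux through KCNK3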
Target sequence (O14649 whole entry, looked up): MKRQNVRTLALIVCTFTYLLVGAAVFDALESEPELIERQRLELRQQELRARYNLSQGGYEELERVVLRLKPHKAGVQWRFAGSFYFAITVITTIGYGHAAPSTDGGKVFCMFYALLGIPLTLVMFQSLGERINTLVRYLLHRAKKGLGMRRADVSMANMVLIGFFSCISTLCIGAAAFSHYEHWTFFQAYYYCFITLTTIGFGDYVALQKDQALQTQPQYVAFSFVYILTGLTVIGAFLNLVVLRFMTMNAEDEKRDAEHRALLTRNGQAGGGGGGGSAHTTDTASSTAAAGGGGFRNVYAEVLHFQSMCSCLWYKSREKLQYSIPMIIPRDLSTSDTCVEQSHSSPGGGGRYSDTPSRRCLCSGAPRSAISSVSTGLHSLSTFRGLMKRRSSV
KCNQ1 inh – inhibitors of human KCNQ1 potassium channel; B-score at 10 µM; CHO-K1 KCNQ1, FluxOR thallium flux fluorescence; active compounds read high; P51787; 310,000 tested, 1.3% active;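 active = compounds whose thallium flux B-score, printed positive for inhibition, exceeds three library SD while starting fluorescence stays within three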;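 note: channel opened by potassium depolarization with thallium stimulus after 20 min compound exposure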
GSK3B inh – human GSK3beta kinase inhibition | 300,000 tested, 0.038% active | activity score (negative = inhibition), % at 10 µM | P49841 | GST-GSK3beta kinase, ADP-Glo luminescence, 60 min; active compounds read low;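 active = more than half of replicate wells score below -50%, meaning over 50% inhibition versus plate controls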;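 note: 0% = median DMSO wells and -100% = median GW8510 positive control wells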
Target sequence (P49841 whole entry, looked up): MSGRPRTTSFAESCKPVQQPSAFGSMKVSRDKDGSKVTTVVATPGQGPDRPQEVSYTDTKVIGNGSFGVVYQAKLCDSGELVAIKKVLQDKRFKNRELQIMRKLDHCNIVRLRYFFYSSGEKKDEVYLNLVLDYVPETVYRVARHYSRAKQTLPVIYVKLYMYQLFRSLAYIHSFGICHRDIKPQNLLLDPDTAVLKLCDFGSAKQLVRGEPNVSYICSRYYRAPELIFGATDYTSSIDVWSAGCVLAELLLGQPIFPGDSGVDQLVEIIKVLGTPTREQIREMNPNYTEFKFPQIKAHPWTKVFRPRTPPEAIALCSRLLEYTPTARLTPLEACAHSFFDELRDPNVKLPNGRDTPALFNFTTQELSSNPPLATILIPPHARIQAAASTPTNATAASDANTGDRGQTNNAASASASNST
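Test system – GST-tagged human GSK3beta kinase, cell-free · Incubation – 60 min enzyme reaction, room temperature · Signal – ADP-Glo luminescence · Also added – peptide substrate and ATP at 25 µM · Controls – DMSO neutral wells and GW8510 at 20 µM as positive · Buffer or medium – Tris/MgCl2 kinase buffer · Measure – Luminescence-derived activity versus plate DMSO and GW8510 wells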
RGS4 act – RGS4 potentiation or activation | HEK293 M3R/inducible RGS4, carbachol calcium flux Fluo4; active compounds read low | 310,000 tested, 0.92% active | AID 463111 | B-score at 10 µM;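 active = B-score of the integrated calcium signal more than 4 SD below the library mean, with starting fluorescence not abnormally high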;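 note: negative B-score means reduced calcium response which marks RGS4 activation or potentiation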
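Test system: HEK293 cells with stable M3R and inducible RGS4; also added: carbachol at ECmax as muscarinic agonist stimulus; schedule: dye loading 30 min 37 °C, buffer rest 30 min RT; technique: kinetic calcium fluorescence imaging with Fluo4-AM dye, 2 µM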
KCNQ1 act – potentiators or activators of human KCNQ1 potassium channel | 310,000 tested, 0.35% active | P51787 | AID 2648 | CHO-K1 KCNQ1, thallium flux FluxOR fluorescence; active compounds read high | B-score at 10 µM;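 active = fluorescence ratio B-score, a plate-corrected score, at least three library SD, with initial intensity B-score within 5 SD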
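Medium – assay buffer, equal DMSO in all wells · Material – CHO-K1 cell line with stable KCNQ1 potassium channel expression · Signal – kinetic FluxOR thallium fluorescence, 10-s 1-Hz baseline, 110-s post-stimulus read · Compound – single concentration per compound, DMSO matched to controls · Schedule – 37 °C overnight plating, 90-min dark dye load, 20-min compound pretreatment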
GSK3 alpha inh – inhibitors of human GSK-3 alpha kinase; P49840; ADP-Glo luminescence, 60 min; 320,000 tested, 0.1% active; inhibition, % at 10 µM;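 in the data active = inhibition above about 50%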;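 note: GST-tagged GSK-3 alpha with peptide substrate and 25 µM ATP; 0% = DMSO neutral wells and 100% = GW8510 positive control wells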
hERG protect – hERG (human) protection from proarrhythmic block; Q12809; CHO-hERG, FluxOR thallium flux, dofetilide IC70 present; activation (rescue from dofetilide block), less the hit threshold, % at 10 µM; 310,000 tested, 0.51% active;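 active = activation above the mean of controls blocked by dofetilide plus 5 SD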;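 note: thallium influx through hERG after potassium depolarization seen as dye fluorescence rise; in these data hits start at about 4.7%; inactives centre near -7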
DYRK1A inh – blocks rat Dyrk1A kinase activity; 310,000 tested, 0.43% active; AID 504441; Q63470; ADP-Glo luminescence, NFATc1 peptide; inhibition, % at 12.5 µM; in the data active = inhibition above about 50%;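 note: plate controls were vehicle with enzyme for no effect and no enzyme for full effect; many of its hits are not listed in these tables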
KCNK9 block – inhibitors of human KCNK9 two-pore domain potassium channel; 310,000 tested, 1.2% active; B-score at 10 µM; HEK293 KCNK9, FluxOR thallium flux fluorescence; active compounds read low; Q9NPC2;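 active = ratio B-score over 3 SD below the library mean, with starting fluorescence within 5 SD of its mean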;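 note: negative B-score means less thallium flux so channel inhibition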
RGS4 inh – inhibitors of human RGS4. P49798. HEK293 M3R/RGS4 inducible, Fluo-4 calcium flux; active compounds read high; triggered by carbachol at its EC20. B-score at 10 µM. 310,000 tested, 0.45% active. AID 463165;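 active = B-score, a plate-corrected calcium signal, over three deviations above library mean, with baseline fluorescence within five deviations of library mean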;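 note: RGS4 expression induced by doxycycline in cells with stable M3 receptor; B-score is computed from the integrated fluorescence ratio over baseline after carbachol; higher B-score means a larger calcium signal and so more RGS4 inhibition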
Target sequence (P49798 whole entry, looked up): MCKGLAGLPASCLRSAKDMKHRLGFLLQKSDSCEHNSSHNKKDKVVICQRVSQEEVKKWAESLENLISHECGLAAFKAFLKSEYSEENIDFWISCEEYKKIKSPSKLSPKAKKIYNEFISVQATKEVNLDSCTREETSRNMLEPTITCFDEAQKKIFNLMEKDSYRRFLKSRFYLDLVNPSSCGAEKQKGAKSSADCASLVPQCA
PolyA inh – inhibitors of polyadenylation in S. cerevisiae | S. cerevisiae SKY197-pL101 polyadenylation reporter, beta-gal luminescence; efflux-impaired pdr1/pdr3 knockout yeast; score 100 = 6 SD above DMSO | calls only at 12 µM | 300,000 tested, 0.02% active | AID 1875;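 active = lowest replicate activity score at least 50, where 100 means six control SD above control mean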;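 note: yeast exposed to compound for 9 h at 30 °C; higher score means more reporter readthrough which indicates perturbed polyadenylation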
Active calls of the source: *; i = inactive; nt = no result given. Some of the compounds tested. The share of hits here may be higher or lower than overall.

SMILES	KCNK3 block	KCNQ1 inh	GSK3B inh	RGS4 act	KCNQ1 act	GSK3 alpha inh	hERG protect	DYRK1A inh	KCNK9 block	RGS4 inh	PolyA inh
O=C(CNS(=O)(=O)c1ccccc1)N1CCCC1	i	i	5.0	i	i	-0.3	-0.4	1.0	i	i	i
COc1ccc(OC)c(S(=O)(=O)Nc2c(F)cccc2F)c1	i	i	0.8	i	i	-1.9	-7.9	1.7	i	i	i
O=C(NC1=NCCS1)c1cccc(NC(=O)c2ccco2)c1	i	i	0.5	i	i	-8.3	-4.1	21.6	i	i	i
Cc1ccc(CNC(=O)CCn2ccc3cc(S(=O)(=O)N4CCCC4)ccc32)cc1	i	i	1.5	i	i	-0.7	-4.2	3.2	i	i	i
CCC(NC(=O)c1cccc(Cn2cc([N+](=O)[O-])cn2)c1)c1ccc(C(C)C)cc1 (stereo not given)	i	i	-17.2	i	i	3.5	-9.3	0.9	-14.5*	i	i
CCC(CO)n1c(SCc2cc(=O)oc3cc(C)ccc23)nc2ccccc2c1=O (stereo not given)	i	i	0.0	i	i	nt	-8.8	7.9	-12.2*	i	i
CC(=O)OC(C(=O)NC1CCCCC1)c1ccc(Cl)c(Cl)c1 (stereo not given)	i	i	0.8	i	i	6.3	-11.8	-6.7	i	i	i
C/C=C/COc1nc2c(c(=O)n(C)c(=O)n2C)n1C	i	i	-3.2	i	i	-0.7	-5.8	-4.4	i	i	i
O=c1[nH]c(-c2ccccc2Cl)nc2c1sc(=S)n2-c1ccccc1	i	i	-4.6	i	i	nt	-12.3	-2.8	i	5.12*	i
COc1ccc(-n2c(SCC(=O)Nc3ccccc3)nnc2-c2ccc(NS(=O)(=O)c3ccc(C)cc3)cc2)cc1	i	i	2.8	i	i	-2.8	-21.6	-4.5	i	i	i
Cc1ccc(C)c(-c2cc(C(=O)N/N=C/c3cccnc3)c3ccccc3n2)c1	-9.95*	i	-18.2	i	i	-0.1	-13.8	10.8	-12.9*	i	i
Cc1ccc(-n2c(COc3cccc(C)c3)n[nH]c2=S)cc1	i	i	4.9	i	i	-0.5	1.6	nt	i	i	i

Next section; the last 2 above are carried over.
SMILES	KCNK3 block	KCNQ1 inh	GSK3B inh	RGS4 act	KCNQ1 act	GSK3 alpha inh	hERG protect	DYRK1A inh	KCNK9 block	RGS4 inh	PolyA inh
Cc1ccc(C)c(-c2cc(C(=O)N/N=C/c3cccnc3)c3ccccc3n2)c1	-9.95*	i	-18.2	i	i	-0.1	-13.8	10.8	-12.9*	i	i
Cc1ccc(-n2c(COc3cccc(C)c3)n[nH]c2=S)cc1	i	i	4.9	i	i	-0.5	1.6	nt	i	i	i
CCN(CC)S(=O)(=O)c1cccc(-c2nnc(SCCCC(=O)c3ccc(F)cc3)o2)c1	i	i	1.5	i	i	2.5	-11.9	-2.4	i	i	i
CCOC(=O)c1c[nH]c2ccc3ccccc3c2c1=O	i	i	3.0	i	i	1.0	-6.6	6.9	i	i	i
CCN(CC)S(=O)(=O)c1ccc2[nH]cc(C(=O)NC3CC3)c(=O)c2c1	i	i	-1.3	i	i	-0.2	-1.2	1.3	i	i	i
c1ccc(NC2=NCCN2CC2CCCC2)cc1	i	i	-1.8	i	i	-2.6	4.9*	-2.7	i	i	i
CN(C)c1ccc(CNC(=O)CCS(=O)(=O)c2ccc3c(c2)n(C)c(=O)c(=O)n3C)cc1	i	i	1.0	i	i	0.5	-2.2	5.6	i	i	nt
COCCN(CCOC)Cc1c(C)[nH]c2c(C)c(C)ccc2c1=O	i	i	-1.7	i	i	-1.4	-7.4	-6.9	i	i	i
CCOC(=O)CSc1nnc(CCc2nc3ccccc3[nH]2)n1C	i	i	-1.7	i	i	-2.7	-10.4	-4.2	i	i	i
CCCn1c(=O)c(C(=O)Nc2cccc(C)c2)c(O)c2ccccc21	i	i	2.5	i	i	-0.9	-0.3	2.6	i	i	i
CCCOC(=O)C1=C(C)N(C)C(=O)NC1c1cc2c(cc1Br)OCO2 (stereo not given)	i	i	2.7	i	i	-0.5	-2.5	13.1	i	i	i
CCCCN1C(=S)SC(C)(C)C1/[N+]([O-])=C/c1cccnc1 (stereo not given)	i	i	0.9	i	i	-1.5	-2.4	nt	i	i	i
Clc1cccc(-c2nnc3n2CCCCC3)c1	i	i	2.0	i	i	2.7	1.2	1.8	i	i	i
CC(C)(C(=O)N[C@H](CO)c1ccccc1)C(=O)N[C@H](CO)c1ccccc1	i	i	-1.8	i	i	0.6	-5.3	6.8	i	i	i
CN(C)c1ccc(C(=O)N2CC(=O)N(CCc3ccccc3)C(=O)C2)cc1	i	i	-15.1	i	i	-3.3	-12.2	3.0	i	i	i
CC1(C)CC2CC(C)(CN2/C=N/c2sc3c(c2C#N)CC(C)(C)NC3(C)C)C1 (stereo not given)	i	i	-1.7	i	i	-0.4	-10.2	nt	i	i	i
CCC(c1nnnn1Cc1ccco1)N(Cc1ccccc1OC)Cc1cc2cc(C)ccc2[nH]c1=O (stereo not given)	i	i	0.8	i	i	-3.6	-13.4	-10.1	i	i	i
COc1ccccc1OCCCOc1c(Cl)cc(C)cc1Cl	i	i	2.3	i	i	-0.1	0.3	-0.2	i	i	i
CNC(=O)c1nnc(Cc2ccc(Cl)cc2)o1	i	i	0.4	i	i	-1.8	-7.6	-1.6	i	i	i
Cc1n[nH]c(=O)n1-c1ccc(Oc2ccccc2)cc1	i	i	-8.4	i	i	nt	-5.5	0.6	i	i	i
COc1cc(NC(=O)COC(=O)c2cnccn2)c(C)cc1[N+](=O)[O-]	i	i	1.1	i	i	0.2	-10.2	7.2	i	i	i
CCCn1c(CCC(=O)Nc2ccccc2Cc2ccccc2)nc2cc(S(=O)(=O)N3CCOCC3)ccc21	i	i	0.9	i	i	-6.4	-11.1	4.2	i	i	i
CCC(C)(C)n1nnnc1C(c1ccc(OC)c(OC)c1)N1CCN(c2ccc(OC)cc2)CC1 (stereo not given)	i	i	-2.7	i	i	0.4	-3.3	-2.9	i	i	i
CCCC(=O)Nc1ccc2nc(SCC(=O)Nc3ccc(N4CCOCC4)c(Cl)c3)sc2c1	i	i	0.0	i	i	4.9	-8.1	3.6	i	i	i
O=C(Nc1ccc(Cl)c(S(=O)(=O)N2CCOCC2)c1)c1ccc2c(c1)OCCO2	i	i	5.0	i	i	-4.4	-13.4	-4.1	i	i	i
CCOc1cc(C=O)cc(N=Nc2cccc([N+](=O)[O-])c2)c1O	i	i	-2.5	i	i	2.7	-13.5	0.0	i	i	i
CCSc1nnc(-c2ccc(S(=O)(=O)NCc3cccs3)cc2)o1	i	i	0.4	i	i	-0.8	-8.3	-14.2	i	i	nt
CN(C)/C=C(\C=O)c1cccc(Cl)c1	i	i	2.0	i	i	0.5	-2.6	-8.5	i	i	i
CC(C)CN(CCCNC(=O)CN1C(=O)COc2ccc(S(=O)(=O)N3CCCCCC3)cc21)CC(C)C	i	i	-5.2	i	i	0.3	-4.8	-2.8	i	i	i
O=C(NCc1ccc(Cl)cc1)C1CCN(S(=O)(=O)N2CCOCC2)CC1	i	i	-1.4	i	i	-1.2	-16.9	-2.2	i	i	i
CCOC(=O)c1c(S(=O)(=O)NCCc2ccc(OC)c(OC)c2)c(C)n(C)c1C	i	i	-1.4	i	i	-8.9	-3.0	-4.9	i	i	i
CN1C(=O)c2ccc(Oc3ccccc3)cc2C1=O	i	i	-9.2	i	i	0.1	-8.0	nt	i	i	i
CS(=O)(=O)Cc1ccc(C(=O)NC(c2ccccc2)c2ccccc2)cc1	i	i	-0.3	i	i	-1.1	-3.8	-7.7	i	i	i
CC(C)OC(=O)CC12CN3CC(CC(=O)OC(C)C)(CN(C1)C(=O)c1ccccc1C3=O)C2=O	i	i	5.3	i	i	-0.9	-5.6	-3.6	i	i	i
CCCCc1cc(C(=O)Cc2ccccn2)c(O)cc1O	i	i	1.7	i	i	-0.6	-9.1	-0.5	i	i	i
Cc1ccc(C(=O)C(OC(=O)c2c(C)cc(=O)oc2C)c2ccccc2)cc1 (stereo not given)	i	i	-0.6	i	i	-2.1	-9.7	-27.5	i	i	i
CC(C)CCN1C(=O)CC(NNC(=O)c2ccc(S(=O)(=O)N3CCCC3)cc2)C1=O (stereo not given)	i	i	-0.1	i	i	3.5	-5.5	-1.5	i	i	i
O=C(CCN1CCc2ccccc2C(c2ccccc2)C1)c1ccc2c(c1)OCCO2 (stereo not given)	i	11*	0.7	i	i	-2.4	-31.4	-7.2	i	14.8*	i
O=C(/C=C/c1cccc([N+](=O)[O-])c1)NCCN1C(=O)S/C(=C\c2cccnc2)C1=O	i	i	1.3	i	i	0.0	4.3	nt	i	i	i
c1ccc2c(c1)CCN(c1nc(CN3CCOCC3)nc3sc4c(c13)CCCC4)C2	i	6*	1.5	i	i	1.1	-12.6	4.2	i	i	i
CCc1c(C)nc(SCC(=O)N2CCCCC2CC)[nH]c1=O (stereo not given)	i	i	-1.6	i	i	-3.0	-3.9	10.8	i	i	i
COc1ccc(CNC(=O)c2ccc(CS(=O)(=O)c3ccc(Br)cc3)o2)cc1	i	i	0.9	i	i	-2.9	-8.5	-2.3	i	i	i
Cc1ccc(NC(=O)CCc2nnc3ccc(N4CCOCC4)nn23)cc1C	i	i	1.6	i	i	-0.7	-6.2	9.7	i	i	i
CCc1[nH]nc2c1C1(CCOC1C)C(C#N)=C(N)O2 (stereo not given)	i	i	3.5	i	i	-0.5	3.4	6.2	i	i	i
C/C(=C1\SC(N2CCOCC2)=NC1=O)c1ccc(C)cc1	i	i	2.3	i	i	-6.8	-5.2	2.3	i	i	i
CC(C)OC(=O)c1cc(-c2ccc(C=O)o2)ccc1Cl	i	i	-1.9	i	i	-1.5	-9.3	5.4	i	i	i
C/C(=C\c1ccccc1)C(=O)Nc1ccc(S(=O)(=O)Nc2ncccn2)cc1	i	i	2.3	i	i	4.0	1.9	16.8	i	i	i
COc1ccc(CCNc2nc(=O)[nH]nc2C)cc1OC	i	i	3.7	i	i	1.4	-12.4	-1.9	i	i	i
CCC(Sc1nc2sc(C(=O)OC)c(C)c2c(=O)n1N)C(=O)N(CC)CC (stereo not given)	i	i	2.5	i	i	0.2	-15.8	7.0	i	i	i
